Vif-A3F inh – inhibitors of Vif-A3F interaction | Potency, µM (top dose mostly 46.1 µM), inactives show at the top dose activity, negative = active | AID 602313 | 0.2% of 390,000 active | HeLa A3F-eYFP + Vif (tagged APOBEC3F with the HIV-1 protein that degrades it), YFP fluorescence increase; further: potency means the concentration at half of the fitted maximal effect; % of control where 0% means no effect; nearly all actives have a fitted effect of over 65% in size
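HeLa cells stably expressing Vif plus C-terminally eYFP-tagged A3F were seeded, incubated overnight at 37 deg C, dosed with compound, incubated overnight again at 37 deg C. Yellow fluorescence (Ex 488/Em 500-530) reported blocked Vif-mediated A3F-eYFP degradation.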
RXFP1 antagonist – RXFP1 (human) relaxin receptor antagonism. HEK293-RXFP1, relaxin-stimulated cAMP HTRF, 30 min; active compounds read low. 0.59% of 350,000 active. activity change, negative = inhibition, % at 57.5 µM;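 active means activity change of -60% or lower, but not beyond a set lower limit; inconclusive means change between -60% and -40%, or beyond the set limit; inactive means change above -40%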; further: on the % scale 0 is the no-effect control and ±100 the full control effect
D1 ag – activates the human D1 dopamine receptor | P21728 | HEK293 T-REx D1 cells, calcium flux, agonist mode | activation, % at 2 µM | 1% of 360,000 active | AID 504660; in the data active means activation above about 30%; further: 0% is about no effect
Target sequence (P21728 whole entry, looked up): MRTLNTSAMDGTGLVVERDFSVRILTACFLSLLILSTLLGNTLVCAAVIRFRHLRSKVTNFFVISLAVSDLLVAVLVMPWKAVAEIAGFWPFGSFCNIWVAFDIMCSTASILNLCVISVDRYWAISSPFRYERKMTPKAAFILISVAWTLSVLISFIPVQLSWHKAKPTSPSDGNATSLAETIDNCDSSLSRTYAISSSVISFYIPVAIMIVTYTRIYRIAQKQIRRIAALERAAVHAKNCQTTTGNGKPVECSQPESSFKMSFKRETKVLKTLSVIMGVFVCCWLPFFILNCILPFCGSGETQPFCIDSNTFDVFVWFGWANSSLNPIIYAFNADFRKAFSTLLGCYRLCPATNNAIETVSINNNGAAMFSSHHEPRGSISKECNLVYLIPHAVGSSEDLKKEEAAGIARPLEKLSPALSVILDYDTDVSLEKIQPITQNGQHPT
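Tetracycline-induced HEK293 TREx D1 cells, force-coupled to calcium signalling, were dye-loaded with a no-wash calcium kit. Compound was pin-added after a 10 s baseline. Fluorescence was read kinetically at 1 cycle/s for 180 s, with calcium rises flagged as agonism.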
D2 potentiator – D2 dopamine receptor (human) potentiation | P14416 | HEK293 T-REx D2, calcium flux, EC20 dopamine potentiation | potentiation, % at 10 µM | 0.34% of 340,000 active;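 active means potentiation over 3 SD above the plate norm, cut at about 30% in these data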; further: 0% is about no effect
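Using a no-wash calcium dye in inducible, force-coupled HEK293 Trex cells expressing D2, we tracked fluorescence each second for 180 s after compound, then for 180 s after EC20 dopamine to detect augmented signalling.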
D1 PAM – human D1 dopamine receptor positive modulation. P21728. HEK293 TREx D1 cells, calcium flux, dopamine EC20 potentiation. potentiation, % at 10 µM. 0.036% of 360,000 active. AID 504651; in the data active means potentiation above about 30%; further: 0% is about no effect
Glioma ERSR ind – induces the endoplasmic reticulum stress response in human glioma cells; 0.02% of 420,000 active; Potency, µM, for the others: top-dose activation, usual class: activators; U87-MG GRP78 promoter luciferase reporter, 16 h; further: potency means the concentration at half of the fitted maximal effect; series mostly up to about 76 µM; % of control where 0% means no effect; nearly all actives have a fitted effect of over 35% in size
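ERSR induction read as luciferase luminescence (Bright-Glo, 10 min at room temperature) in stably transfected human U87-MG glioma cells exposed to compounds for 16 h, using GRP78 as sensor.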
Vif-A3G inh – inhibitors of Vif-APOBEC3G interaction. Q9HC16. HeLa A3G-eYFP + Vif (tagged APOBEC3G with the HIV-1 protein that degrades it), YFP fluorescence, overnight. Potency, µM (series often up to 46.1 µM), for the others: top-dose activity, negative = active, actives largely listed as inhibitors. 0.076% of 410,000 active;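 further: potency means the concentration at half of the fitted maximal effect; on the % scale 0 is the no-effect control and ±100 the full control effect; nearly all actives have a fitted effect of over 60% in size; hits raise eYFP signal because A3G escapes Vif-driven loss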
Target sequence (Q9HC16 whole entry, looked up): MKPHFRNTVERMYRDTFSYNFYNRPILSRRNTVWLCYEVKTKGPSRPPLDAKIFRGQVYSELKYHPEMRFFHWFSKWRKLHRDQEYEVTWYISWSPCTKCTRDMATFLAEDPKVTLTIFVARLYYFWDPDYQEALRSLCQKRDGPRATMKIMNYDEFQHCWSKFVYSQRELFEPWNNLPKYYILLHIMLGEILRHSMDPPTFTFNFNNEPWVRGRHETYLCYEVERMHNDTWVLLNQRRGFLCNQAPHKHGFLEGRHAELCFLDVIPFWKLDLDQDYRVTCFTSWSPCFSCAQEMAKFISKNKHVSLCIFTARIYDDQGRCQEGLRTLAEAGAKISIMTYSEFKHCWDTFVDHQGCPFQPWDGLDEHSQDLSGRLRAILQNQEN
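Read-out is eYFP fluorescence (Ex 488/Em 500-530) from Vif-expressing HeLa A3G-eYFP cells; more signal means A3G escaped Vif-mediated degradation. Cells plated overnight, compound pinned in, incubated overnight at 37 deg C.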
RXFP1 ag – RXFP1 (human) receptor agonism; Q9HBX9; HEK293T-RXFP1 cAMP TR-FRET, 30 min; response scale: percent of porcine relaxin response, buffer zero; Potency, µM (highest dose often 57.5 µM), inactives show at the top dose activation, actives largely listed as activators; 0.3% of 370,000 active; further: potency means the concentration at half of the fitted maximal effect; on the % scale 0 is the no-effect control and ±100 the full control effect; nearly all actives have a fitted effect of over 60% in size; many of its hits are not listed in these tables
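Agonist response is measured as cAMP accumulation in an RXFP1-transfected HEK293T line under PDE4 inhibition. Values are scaled between buffer-only and 29 nM porcine relaxin, and EC50s come from standard Hill equation fits.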
D1 antag – antagonists of human D1 dopamine receptor; activity change, negative = inhibition, % at 10 µM; HEK293 TREx D1 cells, calcium flux, dopamine EC80; active compounds read low; P21728; 3.2% of 360,000 active; in the data active means activity change below about -30%; further: on the % scale 0 is the no-effect control and ±100 the full control effect
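Antagonism measured as reduced calcium response to an EC80 dopamine addition following 180 s compound pre-read; cells were inducible HEK293 Trex D1 plated overnight at 30 C, read kinetically at 1 cycle/sec.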
Starred values were filed as active, the others as inactive; ? = inconclusive; · = not tested or not shown; & = joins results of further samples. Unless noted, the call rests on the fitted dose curve; in most records, active means well fitted curve in the direction sought with a large enough effect; inconclusive means small, poorly fitted or top-dose-only effect, or another doubt; inactive means no such curve, though single readings can be large; an effect the other way counts as inactive or inconclusive. Only part of the results is shown; the hit share may differ from the screen's.

SMILES	Vif-A3F inh	RXFP1 antagonist	D1 ag	D2 potentiator	D1 PAM	Glioma ERSR ind	Vif-A3G inh	RXFP1 ag	D1 antag
CC1CN(C(=O)c2ccc(Oc3ccccc3)cc2)CC(C)O1 (centres undefined)	0%	5	4	2	-1	-1%	0%	0.9%	-7
Cc1ccc2[nH]c(=O)c(COC(=O)c3cccs3)cc2c1	-1%	-9	1	0	0	-2%	-1%	?	6
Cc1ccc(/C(N)=N/OC(=O)Oc2ccccc2)cc1	-15%	-9	1	28	-3	0%	0%	-0.3%	-11
CSCCC(NS(=O)(=O)c1ccc2c(c1)Cc1cc(S(=O)(=O)NC(CCSC)C(=O)O)ccc1-2)C(=O)O (centres undefined)	0%	17	2	0	8	-7%	-4%	?	0
COc1ccc(CN2CCN(Cc3cccn3-c3ncccn3)CC2CCO)c(C)c1C (centres undefined)	-1%	14	5	·	4	-4%	0%	2.5%	-15
CC(=O)Nc1ccc(CC(=O)NCCC(c2ccccc2)c2ccccc2)cc1	-10%	2	5	21	0	-3%	?	1.8%	0
COc1cccc(CN2C(=O)CCC2(C)C(=O)NC2CCCC2)c1 (centres undefined)	1%	1	2	11	-2	-3%	3%	2.6%	18
CCOC(=O)N1CCN(C(=O)CSc2nc3c([nH]c4ccccc43)c(=O)n2C)CC1	-3%	·	0	-5	-2	-2%	3%	-1.2%	0
O=C(NCC1CCCO1)C1CCN(C2CCN(Cc3cccs3)CC2)CC1 (centres undefined)	4%	-1	2	6	13	-3%	2%	-0.4%	9
O=C(NCCC1CCCCN1S(=O)(=O)c1ccccc1)C(=O)NCc1ccccc1F (centres undefined)	-8%	6	2	1	-6	-4%	-4%	0.1%	-8
COc1ccc(-c2nc3sc(CCNC(=O)c4ccccc4C)c(C)n3n2)cc1	1%	·	-3	0	-3	2%	-6%	3.3%	·
COc1ccc(C(CNC(=O)c2ccc(S(=O)(=O)N(C)C)cc2)N(C)C)cc1 (centres undefined)	-29%	6	0	-7	-3	-1%	-5%	1.3%	-1
O=C(Nc1ccccc1Cl)C1CCN(c2nc3ccccc3nc2C(F)(F)F)CC1	5%	·	1	12	-1	-1%	0%	?	0
CN(C)c1ccccc1-c1csc(N2CCC(C(N)=O)CC2)n1	4%	·	1	·	7	6%	3%	0.0%	-7
Nc1ccccc1NC1CCCCC1	-24%	-4	1	0	1	-1%	1%	-1.8%	-4
CCc1ccccc1N(C(=O)c1ccco1)C(C(=O)NC1CCCC1)c1cccnc1 (centres undefined)	-18%	-17	14	0	·	-4%	-1%	-2.4%	2
CCCC(c1nnnn1Cc1cccs1)N1CCN(c2ccc(OC)cc2)CC1 (centres undefined)	-6%	-2	-1	-3	0	-3%	-4%	5.8%	5
CCOC(=O)N1CCN(C(=O)c2cn(-c3ccc(C)c(C)c3)c(=O)c3ccccc23)CC1	1%	4	1	-1	-3	-3%	1%	1.6%	-8
COC(=O)c1ccc(OCC(=O)c2ccc(C)c(C)c2)cc1	-17%	-23	16	6	-4	-3%	0%	-0.5%	3
COc1ccc(C(=O)Nc2nc(C)c(C)s2)cc1OC	-5%	-20	0	-14	-8	-1%	-9%	2.6%	-8
CCc1nn(C(C)C(=O)NC2CCCCCC2)c(=O)c2cc3occc3n12 (centres undefined)	3%	14	0	2	1	-4%	3%	13%	-1
CC(C)C(C(=O)O)N1C(=O)C2C3CCC(C3)C2C1=O (centres undefined)	-3%	-14	·	·	·	-8%	-1%	·	·
COc1cc(CCCN2CCNC[C@H]2Cc2ccc(O)cc2)cc(OC)c1OC	-4%	·	2	7	4	-4%	7%	-0.3%	-4
Cc1ccc(NC(=O)c2cccc3c2C(=O)N(C2CCCCC2)C3)c(C)c1	-3%&-1%	11	0&0	1&1	7&8	0%&-1%	0%&4%	-1.4%&-0.1%	-4&4
Cc1ccc(-c2nnc(Nc3cccc(O)c3)c3ccccc23)cc1S(=O)(=O)NCC1CCCO1 (centres undefined)	2%	-11	2	-1	-1	-3%	-16%	4.3%	0

The list goes on:
SMILES	Vif-A3F inh	RXFP1 antagonist	D1 ag	D2 potentiator	D1 PAM	Glioma ERSR ind	Vif-A3G inh	RXFP1 ag	D1 antag
COc1ccc(-c2nc(Cn3c(SCc4ccc(F)cc4)nc4ccncc43)c(C)o2)cc1OC	?	-9	0	10	·	1%	?	2.9%	12
O=C(Nc1ccccc1C(=O)O)c1cccc(F)c1	-1%	-6	·	·	·	-9%	-1%	·	·
O=C(N/N=C/c1ccc(O)cc1)c1cc(-c2ccc3c(c2)OCO3)n[nH]1	7%	·	1	12	-5	0%	?	0.7%	-5
Cc1ccc(NS(=O)(=O)c2ccc(C)c(C(=O)N3CCN(C)CC3)c2)cc1	5%	2	1	9	4	-7%	-1%	3.4%	-2
O=C(O)CCn1c2c(c3ccccc31)CCCC2	8%	-3	-3	-6	0	-4%	0%	-1.1%	25
CCOCCCNC(=S)N(CCO)Cc1cc2cc3c(cc2[nH]c1=O)OCCO3	-6%	6	5	·	-14	-4%	0%	2.3%	-12
CCOc1ccc(S(=O)(=O)Nc2ccc(C(=O)NCC(c3ccco3)N3CCCCC3)cc2)cc1 (centres undefined)	4%	17	33*	3	4	-1%	3%	-2.7%	0
CCOC(=O)c1c(S(=O)(=O)N2CCC(C(=O)NCc3ccc(F)cc3)CC2)c(C)n(C)c1C	0%	-4	1	3	-3	5%	4%	2.0%	32
CN(C)S(=O)(=O)c1cccc(NC(=O)COC(=O)c2cc(=O)c3ccccc3o2)c1	-6%	-1	3	-1	-6	-4%	-5%	2.2%	-11
CCN(CC)c1nn2c(=O)c(C(=O)NCc3ccc(F)cc3)cnc2s1	4%	-12	0	-7	-7	1%	3%	3.2%	3
C=CCN1CCN(C(c2cc(OC)ccc2OC)c2nnnn2CC2CCCO2)CC1 (centres undefined)	1%	3	0	-2	-1	1%	2%	0.5%	0
Cc1c(Cl)cccc1NC(=O)C(C)n1nnc2sc3c(c2c1=O)CCCC3 (centres undefined)	·	2	-1	-4	2	·	·	-2.6%	-7
Cc1c(Br)c([N+](=O)[O-])nn1C(C)C(=O)Nc1ccc2c(c1)OCO2 (centres undefined)	-12%	-5	9	4	-7	3%	-4%	4.1%	-9
Cc1[nH]c2ccccc2c1Cc1nnc(SCc2ccccc2)o1	2%	·	3	·	-2	-3%	-5%	0.6%	-6
O=C(Nc1ccc(N2CCOCC2)cc1N1CCOCC1)c1cccc([N+](=O)[O-])c1	3%	-17	1	0	3	-2%	1%	-0.3%	0
CN(C(=S)Nc1ccc(Oc2ccccc2)cc1)c1ccc(O)cc1	-14%	19	18	10	-5	2%	0%	-1.2%	-5
O=C1[C@H]2[C@@H](c3ccc(C(F)(F)F)cc3)N[C@]3(CCCN(Cc4ccccc4)C3=O)[C@H]2C(=O)N1Cc1ccccc1	1%	5	·	·	·	-6%	-3%	·	·
O=c1cnc2ccccc2n1Cc1ccccc1	-7%	-1	·	·	·	1%	-9%	·	·
CC(=O)N1CCN(C(=O)COC(=O)/C=C/c2ccccc2[N+](=O)[O-])CC1	6%	-4	·	·	·	-5%	3%	·	·
Cc1nnc(-c2ccc(Oc3ccc(Br)cc3)c([N+](=O)[O-])c2)o1	3%	-7	4	1	-2	-1%	-2%	0.4%	-19
O=C(CSc1nnnn1-c1ccc2c(c1)CCC2)NCc1cccs1	-17%	-15	2	29	-6	0%	-6%	1.6%	-8
O=C(NCc1cccnc1)c1ccc(Cl)c(S(=O)(=O)Nc2ccccc2C(=O)NCc2cccnc2)c1	3%	10	3	5	-6	4%	-6%	0.6%	18
CCN(CCCNC(=O)C1CCC(=O)N1Cc1ccc(C)cc1)c1cccc(C)c1 (centres undefined)	-14%	-19	-2	-7	9	-5%	1%	1.3%	6
CN1CCN(c2nc(-c3cc4ccccc4o3)cs2)CC1	-4%	-6	4	-4	-4	1%	-2%	0.3%	5
NS(=O)(=O)c1ccc(NC(=S)N2CCC(O)CC2)cc1	-13%	-9	0	-5	-3	-4%	1%	-1.6%	-1

New compounds follow:
SMILES	Vif-A3F inh	RXFP1 antagonist	D1 ag	D2 potentiator	D1 PAM	Glioma ERSR ind	Vif-A3G inh	RXFP1 ag	D1 antag
CCC(=O)Nc1cccc(C2=NOC3(C2)C[C@@H](C(N)=O)N(C(=O)COc2ccc(Cl)cc2)C3)c1 (some centres undefined)	-2%	·	0	4	-5	-5%	0%	1.6%	-22
CCCOc1ccc(CNC(=O)CCCn2ncn3c(cc4sc(CC)cc43)c2=O)cc1	-1%	4	5	-4	-6	-6%	1%	-0.2%	6
CCCCSc1nc2c(cnn2-c2ccc(Cl)cc2)c(=O)[nH]1	-2%	7	3	·	1	-6%	3%	1.9%	-2
CC(C)c1ccc(Nc2nc(Cl)nc(NCCO)n2)cc1	10%	2	1	2	-3	-3%	-1%	-2.7%	7
COc1cc(NS(=O)(=O)c2cc(C(=O)N3CCN(C(C)=O)CC3)ccc2OC)cc(OC)c1	-14%	-7	2	3	-4	-2%	-2%	1.6%	12
O=C1C=CC(=O)N1c1ccc(O)cc1	-6%	-3	3	1	0	-15%	-6%	1.6%	8
COC(=O)c1ccccc1NC(=O)c1ccc(COc2ccc3c(c2)CCC3)cc1	-2%	1	3	·	-8	-2%	0%	-1.4%	-8
Cc1cc(-c2ccccc2)nc(N(C)NC(=O)C2CC2)c1S(C)(=O)=O	5%	-5	0	4	-2	-1%	1%	0.0%	-16
Cc1cc(NC(=O)C2CCCN(S(=O)(=O)c3c(C)noc3C)C2)no1 (centres undefined)	-1%	·	1	3	·	-1%	-3%	3.3%	7

Structural class: those above with a furan ring, fused or not
SMILES	Vif-A3F inh	RXFP1 antagonist	D1 ag	D2 potentiator	D1 PAM	Glioma ERSR ind	Vif-A3G inh	RXFP1 ag	D1 antag
CCc1ccccc1N(C(=O)c1ccco1)C(C(=O)NC1CCCC1)c1cccnc1 (centres undefined)	-18%	-17	14	0	·	-4%	-1%	-2.4%	2
CCc1nn(C(C)C(=O)NC2CCCCCC2)c(=O)c2cc3occc3n12 (centres undefined)	3%	14	0	2	1	-4%	3%	13%	-1
CCOc1ccc(S(=O)(=O)Nc2ccc(C(=O)NCC(c3ccco3)N3CCCCC3)cc2)cc1 (centres undefined)	4%	17	33*	3	4	-1%	3%	-2.7%	0
CN1CCN(c2nc(-c3cc4ccccc4o3)cs2)CC1	-4%	-6	4	-4	-4	1%	-2%	0.3%	5

Bioassay records (PubChem BioAssay)
